M1 ag = agonists of human M1 muscarinic receptor; P11229; CHO-K1 hM1, Fluo-8 calcium fluorescence, agonist mode; 0% DMSO, 100% acetylcholine EC100; activation, % at 3 µM; 0.33% of 360,000 active; AID 588814;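 active means activation above the run's mean compound activation plus 3 SD, cut at about 16% in these data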;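 further: peak over basal fluorescence ratio within a 140 s kinetic read after compound addition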
Target sequence (P11229 whole entry, looked up): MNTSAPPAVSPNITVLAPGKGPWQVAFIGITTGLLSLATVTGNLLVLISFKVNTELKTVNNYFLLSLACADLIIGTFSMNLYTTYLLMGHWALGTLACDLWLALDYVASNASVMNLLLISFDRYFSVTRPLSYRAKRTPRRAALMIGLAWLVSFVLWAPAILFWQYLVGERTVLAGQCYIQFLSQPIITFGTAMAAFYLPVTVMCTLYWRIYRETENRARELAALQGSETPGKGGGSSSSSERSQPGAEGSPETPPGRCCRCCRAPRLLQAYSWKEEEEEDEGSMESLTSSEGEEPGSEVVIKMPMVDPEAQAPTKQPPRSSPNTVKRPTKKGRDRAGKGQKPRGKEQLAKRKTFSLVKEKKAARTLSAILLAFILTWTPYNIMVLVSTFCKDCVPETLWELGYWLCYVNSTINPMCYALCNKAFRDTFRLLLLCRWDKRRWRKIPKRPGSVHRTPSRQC
M1 PAM = human CHRM1 positive allosteric modulation | CHO-K1 hM1, Fluo-8 calcium fluorescence, ACh EC20; 0% = ACh EC20, 100% = maximal ACh | 0.088% of 360,000 active | P11229 | activation, % at 3 µM; in the data active means activation above about 19%, passing the limit was not always enough
M1 antag = human CHRM1 antagonism; 1.3% of 360,000 active; AID 588852; inhibition, % at 3 µM; CHO-K1 hM1, Fluo-8 calcium fluorescence, ACh EC80 antagonist; P11229;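 active means percent inhibition above its own plate's cutoff, namely the mean of that plate's compound wells plus 3 SD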;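 further: peak over basal fluorescence ratio during 140 s after agonist addition; 0% = ACh EC80 plus DMSO and 100% = DMSO alone without agonist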
CHO parental Ca = counter-screen for OX1R antagonists: effect in parental CHO cells; AID 463079; inhibition, % at 5.6 µM; parental CHO-K1, ATP-induced calcium, Fluo-8 fluorescence; 0.63% of 330,000 active;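 active means inhibition above that plate's mean sample inhibition plus 3 SD, cut at about 26% in these data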;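 further: 0% = ATP-challenged DMSO wells and 100% = DMSO wells without ATP; some compounds past the cut are filed as inactive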
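Assay system – parental CHO cells · Reagent – ATP stimulus · Detection – intracellular calcium via Fluo-8 no-wash fluorescent dye · Evaluation – percent inhibition of ATP-evoked calcium rise, normalized to controls · Controls – ATP wells versus no-ATP DMSO wells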
M1 PAM parental = nonselective activator or artifact in parental CHO-K1 calcium assay | ATP EC20, Fluo-8 calcium fluorescence; 0% at ATP EC20, 100% at ATP max | activation, % at 3 µM | 0.02% of 360,000 active;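 active means activation above the run cutoff, the mean activation of all test compounds plus 3 SD, cut at about 40% in these data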;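 further: peak over basal fluorescence ratio in a 140 s read after ATP addition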
M1 ag parental = counter-screen for M1 agonists: effect in parental CHO-K1 cells; Fluo-8 calcium fluorescence; scaled to maximal ATP response, vehicle zero; activation, % at 3 µM; 0.48% of 360,000 active; AID 602248; in the data active means activation above about 15%;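 further: untransfected CHO-K1 host cells lacking M1 receptor as counterscreen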
TAAR1 antag = antagonists of human TAAR1. Q96RJ0. CHO RD-HGA16 TAAR1, Fluo-8 calcium fluorescence, antagonist. inhibition, % at 3 µM. 1.5% of 360,000 active;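 active means inhibition above a per-plate cutoff, the mean inhibition of test compounds on that plate plus 3 SD, cut at about 49% in these data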;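 further: 0% = DMSO plus EC80 beta-PEA response and 100% = DMSO alone without agonist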
Target sequence (Q96RJ0 whole entry, looked up): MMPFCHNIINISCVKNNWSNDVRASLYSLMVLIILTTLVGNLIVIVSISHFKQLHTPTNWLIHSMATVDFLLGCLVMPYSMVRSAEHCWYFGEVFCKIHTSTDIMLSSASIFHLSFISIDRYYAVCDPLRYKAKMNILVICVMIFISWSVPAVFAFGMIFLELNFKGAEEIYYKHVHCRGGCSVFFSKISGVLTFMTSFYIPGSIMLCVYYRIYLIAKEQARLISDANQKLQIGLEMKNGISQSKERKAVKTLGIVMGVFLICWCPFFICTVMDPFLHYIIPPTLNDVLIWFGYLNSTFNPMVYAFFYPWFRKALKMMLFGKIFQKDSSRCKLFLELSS
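Material: CHO RD-HGA16 cells bearing hTAAR1; compound dosing: one-point dosing, 3 µM nominal final; schedule: dye loading 75 min at 37 °C, then 30 min room temperature; measured by: calcium fluorescence with Fluo-8; control set: vehicle and agonist controls; replication: n of 1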
CHO-K1 Ca antag = M1 antagonist counterscreen hit in parental CHO-K1 cells; ATP-induced calcium, Fluo-8 fluorescence; inhibition, % at 3 µM; 0.6% of 360,000 active; AID 602250;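 active means inhibition above a per-plate cutoff, the plate's mean sample inhibition plus 3 SD, cut at about 24% in these data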;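 further: 0% = DMSO plus EC80 ATP and 100% = DMSO alone without ATP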
TAAR1 ag = agonists of human TAAR1; 0.99% of 360,000 active; CHO RD-HGA16 TAAR1, Fluo-8 calcium fluorescence; vehicle wells 0%, saturating PEA agonist 100%; AID 624467; activation, % at 3 µM;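 active means activation above the mean activation of all test compounds in the run plus 3 SD, cut at about 38% in these data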
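Assay system – CHO-derived RD-HGA16 cells with stable Gα16 and human TAAR1 · Compound dosing – one-point dosing at 3 µM (nominal) · Incubation – 17-24 h seeding, 75 min 37 °C dye, 30 min RT · Measured by – kinetic Fluo-8 calcium fluorescence · Control set – DMSO vehicle as 0%, PEA at EC100 as 100% · Repeats – single well for each compound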
The depositor's hits bear a star; . = not tested or not shown.

Molecule	M1 ag	M1 PAM	M1 antag	CHO parental Ca	M1 PAM parental	M1 ag parental	TAAR1 antag	CHO-K1 Ca antag	TAAR1 ag
O=C(CN(c1ccccc1)S(=O)(=O)c1ccc(Cl)cc1)Nc1cccnc1	-1	13	-22	-25	13	1.3	-11	-7	0
O=C(NCCC1=CCCCC1)C1CC(=O)N(C2CCCCCC2)C1 (stereo not given)	-3	-6	7	-18	17	0.8	-5	-15	4
O=c1c2ccccc2c2ccccc2c(=O)n1CC1CCCO1 (stereo not given)	-5	6	-31	-25	13	0.6	0	-13	1
CN(C)c1nc(-c2ccccc2)c2cc(Cl)ccc2n1	-3	-2	3	-15	-6	-0.1	-25	-4	1
COc1ccc(CCNC(=O)CC(=O)N/N=C\c2ccc(OCC(N)=O)cc2)cc1OC	0	-1	-3	.	-4	0.2	-19	1	0
COc1cc(NC(=O)COC(=O)CNS(=O)(=O)c2ccc(F)c(F)c2F)cc(OC)c1	-3	1	2	-9	-1	0.5	6	4	2
COc1ccc(/C=C/C(=O)NC(=S)NN2CCCCC2c2cccnc2)cc1 (stereo not given)	-10	5	2	-13	-4	0.3	.	10	.
CCN(CC)C(=O)Cn1cc(C(=O)C(=O)NCCCn2ccnc2)c2ccccc21	-5	0	6	-16	16	0.4	-16	-13	1
NS(=O)(=O)c1ccc(NC(=S)N2CCN(Cc3ccc(Cl)c(Cl)c3)CC2)cc1	-13	3	6	4	19	19*	22	2	11
CCOC(=O)N1CCN(C(=O)CCCN2C(=O)CSc3nc(C)cc(C)c32)CC1	-1	8	-7	-17	9	0.1	-9	-4	1
COc1ccc(CC(=O)NCc2ccccc2)cc1OC	0	0	-2	.	4	1.0	11	-3	7
Cc1cc(Nc2ccccc2)n2nc(C)c(-c3ccccc3)c2n1	-4	0	-4	-29	-6	0.0	-14	-2	-1
O=C(NCc1ccco1)/C(=C/c1ccccc1F)NC(=O)c1ccccc1	-1	21	-15	-18	-1	-0.4	-15	-6	3
COc1ccc(-c2csc(NC(C)c3nc4cc(Cl)c(Cl)cc4n3CCCO)n2)cc1 (stereo not given)	-5	-1	0	-30	-2	-0.5	2	-10	2
Cc1ccc(S(=O)(=O)Oc2ccccc2/C=N/NC(=O)c2c(Cl)cnn2C)cc1	1	-5	8	-7	-1	5.3	35	-7	11
Cc1ccc(CNC(=O)CN(C)S(=O)(=O)c2ccc3c(c2)n(C)c(=O)c(=O)n3C)cc1	-2	11	-11	-1	5	0.2	.	-7	.
CC1=CN2C(=NC(=O)CC2(C)C(=O)N(CC(=O)NC2CCCC2)Cc2ccccc2)C=C1 (stereo not given)	-3	5	-7	4	-7	0.5	3	-4	2
C=CCN(c1ccccc1C(=O)O)S(=O)(=O)c1ccc(C)cc1	-7	4	-3	11	14	0.9	1	-8	6
CCn1c(CC(=O)Nc2ccccc2)nnc1SCC(=O)Nc1ccccc1C(=O)OC	-5	7	-3	-15	19	0.2	-23	-12	1
OCCOc1ccc(CN2CCN(CCCc3ccccc3)C(CCO)C2)cc1 (stereo not given)	-8	1	-13	.	10	0.3	-19	-1	1
Cc1csc(=O)n1CCC(=O)OC(C)C(=O)Nc1ccc(N2CCOCC2)cc1 (stereo not given)	-3	7	-5	-11	13	0.3	-17	-21	2
COc1ccc(CC(=O)NC(C)CCc2ccccc2)cc1 (stereo not given)	-2	12	0	-13	-2	-0.4	-17	2	1
COc1ccc(NC(=O)CN2CCC(Cc3ccccc3)CC2)cc1S(=O)(=O)N1CCOCC1	-8	1	-1	-11	10	1.1	4	-4	4
COc1ccc2occ(C(=O)c3ccc(N=C(C)N(C)C)cc3)c2c1	-4	9	-11	-21	-7	0.7	-1	13	-2
COCCN(Cc1ccc(C)cc1)C(=O)[C@H]1O[C@@H](n2ccc(N)nc2=O)[C@H](O)[C@@H]1O	-1	11	-7	.	17	0.8	-12	3	1
C/C(CC(=O)Nc1ccc(Cl)c(Cl)c1)=N\NC(N)=S	-2	7	-6	-9	0	1.4	17	-7	5
O=C1[C@H]2CCCC[C@H]2C(=O)N1CCCCN1CCN(c2nsc3ccccc23)CC1	-5	-4	-21	-29	-12	0.3	-3	16	1
O=C(NCc1ccccc1Cl)c1cc(C(=O)C2CC2)c[nH]1	3	-2	13	7	13	5.2	-39	-3	7
O=C(NN1CCOCC1)c1sc2cccc(F)c2c1Cl	-5	4	-9	-12	-11	-0.2	0	1	0
COCCNC(=O)c1[nH]c(C(F)(F)F)nc1-c1ccccc1	-2	-7	-4	.	5	0.0	-13	-11	0
O=C(CSc1cc(Cl)ccc1Cl)NC1CCCc2ccccc21 (stereo not given)	-9	2	-2	-27	5	-0.3	19	-4	2
O=S(=O)(NC1=NCCCCC1)c1ccccc1Cl	-5	15	-23	0	-15	0.0	-9	12	3
COc1ccc(C(C(=O)NCC2CCCO2)N(Cc2ccccc2)C(=O)CNC(=O)c2ccco2)cc1OC (stereo not given)	6	15	-7	-4	-9	0.3	-11	7	2
N#Cc1ccc(-c2ccc(OCC(=O)NCC(=O)Nc3ccc(F)c(F)c3F)cc2)cc1	-2	1	-1	-4	12	5.9	8	1	3
CC(C)Cn1c(N)c(C(=O)CSc2nnc(C3CC3)n2C2CC2)c(=O)n(C)c1=O	-8	3	-8	.	11	0.5	-18	-2	6
COc1ccc(NC(=O)c2cccc([N+](=O)[O-])c2)cc1	-7	-5	0	7	10	4.2	19	6	-1
Cc1ccc(S(=O)(=O)Oc2ccc(/C=C(/NC(=O)c3ccccc3)C(=O)NCCCC(=O)O)cc2)cc1	-4	1	6	-6	5	-0.3	-14	1	3
Clc1ccc(OCc2nc(-c3ccncc3)no2)c(Br)c1	-3	4	-9	-16	3	0.7	7	0	1
Cc1cccc(C(=O)N2CCC(C)(C(=O)NS(=O)(=O)C3CC3)C2)c1C (stereo not given)	-2	5	-14	.	-8	0.1	3	-13	0
CC1(C)CC2(C)CC(=O)C1C(C(=O)O)C2C(=O)O (stereo not given)	-2	1	-1	.	1	8.5	-8	6	1
O=C(COC(=O)C1=Cc2ccccc2OC1)NCc1ccccc1	0	14	-14	-7	14	1.2	2	-1	-1
COc1ccc(Cn2c(C)nnc2-c2cnn(C)c2N)cc1	-1	-3	17	-1	-12	0.2	-18	1	1
Cc1cnc(NC(=O)Cc2ccccc2Cl)s1	-4	7	-5	-20	13	1.4	2	-17	-2
O=C(N1CCCCC1)N1CCN(C(c2ccccc2)c2ccccc2)CC1	-5	2	-10	-24	23	0.5	1	-10	29
COc1ccc(/C=N/N=C/c2c[nH]c(=O)c(C#N)c2Nc2ccccc2)cc1	-3	7	-8	-3	8	0.4	-7	0	7
Cc1cc(=O)[nH]c(N2CCN(Cc3ccccc3)CC2)n1	-1	-5	12	3	-8	-0.1	5	13	6
COC(=O)CCC(=O)OC1(C)C(=O)C=C2C=C(C3CC3)N(c3cccc(C#N)c3)C=C2C1=O (stereo not given)	-2	4	-4	-9	7	0.5	2	-10	1
COc1cc(Nc2nc3c(N)cc(C(F)(F)F)cc3nc2-c2ccccc2)cc(OC)c1OC	-3	0	-10	.	-19	0.4	6	-5	0
O=C(COC(=O)c1ccc(Br)o1)Nc1cccc(S(=O)(=O)N2CCOCC2)c1	-2	1	-7	-19	29	3.6	12	-22	2
O=C(NNC(=S)NC(=O)c1cccc([N+](=O)[O-])c1)c1ccc(Br)cc1	1	10	-2	-10	-2	2.1	14	17	99*
Cc1ccc(N2CC(C(=O)OCC(=O)Nc3c(C)cccc3C)CC2=O)cc1 (stereo not given)	-1	-8	15	.	-11	0.4	-19	15	0
O=C1CC(SC(=Nc2ccccc2)Nc2ccccc2)C(=O)N1c1ccc(Cl)cc1 (stereo not given)	-3	5	-6	0	9	-0.3	5	-9	3
CC(NC(=O)c1cc(-c2ccncc2)nc2ccc(Cl)cc12)C1CCCO1 (stereo not given)	-5	4	-9	-3	6	2.0	-7	-7	4
CC(=O)c1c(C)[nH]c(C(=O)Nc2ccc(C)c(S(=O)(=O)Nc3ccc(C)cc3C)c2)c1C	-2	-3	2	-12	14	4.4	17	-5	2
Cc1ccc(NC(=O)COC(=O)C2=COCCO2)c([N+](=O)[O-])c1	0	10	-10	1	-4	0.4	-26	-4	4
COc1ccccc1N1CCN(C(=O)c2cc(=O)c3ccc(C)cc3o2)CC1	-2	5	-9	-7	4	2.5	-10	-5	2
COc1ccc2c(c1)C1OCCC1C(c1ccco1)N2 (stereo not given)	-2	5	-7	-3	21	0.5	.	-17	.
CCOc1ccccc1C(=O)NCC(=O)NCC(c1ccco1)N1CCCCC1 (stereo not given)	-7	3	-15	-27	-29	0.1	-42	12	1
CCOc1ccc(C2=CSC3=NCCN23)cc1Cl	-4	-1	-1	-22	14	0.6	-13	-10	0
CC(C)N1CCN(c2ccc(S(=O)(=O)N3CCOCC3)cn2)CC1	-6	8	-11	.	21	1.0	-29	-13	1

Reprinted from the part before: two entries; new compounds follow.
Molecule	M1 ag	M1 PAM	M1 antag	CHO parental Ca	M1 PAM parental	M1 ag parental	TAAR1 antag	CHO-K1 Ca antag	TAAR1 ag
CCOc1ccc(C2=CSC3=NCCN23)cc1Cl	-4	-1	-1	-22	14	0.6	-13	-10	0
CC(C)N1CCN(c2ccc(S(=O)(=O)N3CCOCC3)cn2)CC1	-6	8	-11	.	21	1.0	-29	-13	1
O=C(CCCSc1nc2ccccc2[nH]1)NCc1ccccc1	-8	5	-5	-13	2	0.1	-4	7	1
Cc1ccccc1N1CC(=O)Nc2c(oc3nc(-c4ccccc4)cc(C)c23)C1=O	-2	7	-4	-2	8	0.9	5	-10	0
CN(C)/C=C/C(=O)c1ccc([N+](=O)[O-])c(CS(=O)(=O)c2ccc(Cl)cc2)c1	-4	-9	20	8	9	7.9	4	1	4
Cc1cccc(CN2C(=O)/C(=C\c3ccc(C(=O)NCCCN4CCN(C)CC4)cc3)Oc3ccccc32)c1	-5	-6	13	-17	-5	1.7	-25	-5	5
Cc1cccc(Oc2ncnc3oc(-c4ccccc4)cc23)c1C	0	16	-17	-3	15	-0.1	6	-7	6
O=C(CC1SC(=O)N(Cc2ccc(Cl)cc2)C1=O)Nc1nccs1 (stereo not given)	0	14	-3	-18	16	0.5	-20	-9	7
COC(=O)c1c(N)nc(C)n1-c1ccc(OC)cc1	-2	-1	6	14	-6	-0.5	5	25*	1
NC(=O)COC(=O)c1ccc(-c2ccccc2)cc1	-1	8	-9	6	27	4.3	1	-17	2
